Screening data (PubChem BioAssay)
CHRM1 agonist: human M1 muscarinic receptor agonists, primary screen, Fluo-8 calcium fluorescence, CHO-K1 cells, HTS; Muscarinic acetylcholine receptor M1 (Homo sapiens), P11229; CHO-K1 hM1, agonist mode; 0% DMSO, 100% acetylcholine EC100; activation, % at 3 µM; hit rate 0.33% among 360,000;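 active means activation above the run's mean compound activation plus 3 SD, cut at about 16% in these data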;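 further: peak over basal fluorescence ratio within a 140 s kinetic read after compound addition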
Target sequence (P11229 whole entry, looked up): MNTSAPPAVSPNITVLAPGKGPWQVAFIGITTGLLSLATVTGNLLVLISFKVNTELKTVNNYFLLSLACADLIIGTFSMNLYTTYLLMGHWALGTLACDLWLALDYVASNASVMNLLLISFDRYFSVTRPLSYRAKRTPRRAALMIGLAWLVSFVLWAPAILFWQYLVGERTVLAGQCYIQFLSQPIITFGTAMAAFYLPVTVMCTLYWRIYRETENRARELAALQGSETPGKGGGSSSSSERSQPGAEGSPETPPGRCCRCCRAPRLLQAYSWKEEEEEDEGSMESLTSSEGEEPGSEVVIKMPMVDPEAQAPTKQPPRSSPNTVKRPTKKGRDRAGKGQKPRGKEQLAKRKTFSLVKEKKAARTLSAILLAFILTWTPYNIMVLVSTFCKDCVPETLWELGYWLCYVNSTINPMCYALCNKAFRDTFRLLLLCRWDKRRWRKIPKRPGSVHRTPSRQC
CHO-K1 Ca ag: counter-screen for M1 agonists: effect in parental CHO-K1 cells; Fluo-8 calcium fluorescence; scaled to maximal ATP response, vehicle zero; activation, % at 3 µM; hit rate 0.48% among 360,000; AID 602248, 2012; in the data active means activation above about 15%;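 further: untransfected CHO-K1 host cells lacking M1 receptor as counterscreen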
M1 PAM parental: nonselective calcium activators in parental CHO-K1 cells, primary screen, counter-screen for M1 PAM project, cell-based, Fluo-8 calcium fluorescence, full deck, 1536-well | ATP EC20; 0% at ATP EC20, 100% at ATP max | hit rate 0.02% among 360,000 | activation, % at 3 µM;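 active means activation above the run cutoff, the mean activation of all test compounds plus 3 SD, cut at about 40% in these data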;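 further: peak over basal fluorescence ratio in a 140 s read after ATP addition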
CHO parental Ca: ATP-evoked calcium signal inhibitors, parental CHO, primary screen, counter-screen for OX1R antagonist project, cell-based, fluorescence, Fluo-8 calcium dye | parental CHO-K1, ATP-induced calcium, Fluo-8 fluorescence | inhibition, % at 5.6 µM | hit rate 0.63% among 330,000;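 active means inhibition above that plate's mean sample inhibition plus 3 SD, cut at about 26% in these data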;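 further: 0% = ATP-challenged DMSO wells and 100% = DMSO wells without ATP; some compounds past the cut are filed as inactive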
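Assay system – parental CHO cells · Reagent – ATP stimulus · Detection – intracellular calcium via Fluo-8 no-wash fluorescent dye · Evaluation – percent inhibition of ATP-evoked calcium rise, normalized to controls · Controls – ATP wells versus no-ATP DMSO wells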
TAAR1 antag: human TAAR1 antagonists, primary screen, Fluo-8 calcium fluorescence, CHO RD-HGA16 cells; antagonist; inhibition, % at 3 µM; Trace amine-associated receptor 1 (Homo sapiens), Q96RJ0; hit rate 1.5% among 360,000;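 active means inhibition above a per-plate cutoff, the mean inhibition of test compounds on that plate plus 3 SD, cut at about 49% in these data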;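 further: 0% = DMSO plus EC80 beta-PEA response and 100% = DMSO alone without agonist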
Target sequence (Q96RJ0 whole entry, looked up): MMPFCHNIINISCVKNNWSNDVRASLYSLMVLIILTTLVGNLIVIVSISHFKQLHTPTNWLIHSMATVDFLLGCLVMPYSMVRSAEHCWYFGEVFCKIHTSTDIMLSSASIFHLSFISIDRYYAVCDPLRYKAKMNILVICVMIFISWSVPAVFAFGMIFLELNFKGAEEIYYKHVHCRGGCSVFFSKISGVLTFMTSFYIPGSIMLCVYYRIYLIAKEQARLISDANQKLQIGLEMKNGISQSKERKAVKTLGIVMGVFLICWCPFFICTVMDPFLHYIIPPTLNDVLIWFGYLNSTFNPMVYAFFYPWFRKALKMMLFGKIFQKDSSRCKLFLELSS
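test system = CHO RD-HGA16 cells bearing hTAAR1 | replication = singlicate | controls = DMSO-only wells and EC80 β-PEA-stimulated wells | reagent = EC80 β-phenethylamine stimulus | read-out basis = percent inhibition of PEA-evoked calcium signal, max/basal emission ratio | schedule = seeding 17-24 h prior, 75-min 37 °C, 30-min RT dye loading | signal = kinetic Fluo-8 calcium fluorescence measurement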
TAAR1 agonist: human TAAR1 agonists, primary screen, Fluo-8 calcium fluorescence, CHO RD-HGA16 cells; vehicle wells 0%, saturating PEA agonist 100%; activation, % at 3 µM; hit rate 0.99% among 360,000; AID 624467, 2012;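 active means activation above the mean activation of all test compounds in the run plus 3 SD, cut at about 38% in these data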
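Signal – calcium-sensitive Fluo-8 signal, excitation 470-495, emission 515-575 nm · System – RD-HGA16 (CHO) cells co-expressing Gα16 and hTAAR1 · Incubation – 17-24 h seeding, 75 min 37 °C dye, 30 min RT · Compound dosing – 3 µM single concentration · Repeats – no replicates (n 1)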
OXTR potentiator: human OXTR potentiators, primary screen, fluorescence, CHO-OTR cells, Fluo-8 calcium. Oxytocin receptor (Homo sapiens), P30559. Fluo-8 calcium fluorescence, potentiator mode; 0% = oxytocin EC15, 100% = EC100. activation, % at 3 µM. hit rate 0.061% among 320,000. AID 2445, 2010;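 active means activation above that plate's cutoff, the mean activation of tested compounds plus 3 SD, cut at about 6.6% in these data, passing the limit was not always enough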;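 further: 100% uses oxytocin at 75 nM as the full agonist control; some results filed as inactive read as strong as hits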
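System: human OTR in CHO cells / Also added: sub-maximal oxytocin, roughly EC15 / Control set: EC15 oxytocin low, 75 nM oxytocin high / Schedule: 6 min compound pre-incubation at room temperature, 100 s kinetic read / Compound: single-point 3.0 µM / Replication: singlicate / Technique: Fluo-8 calcium dye fluorescence / Read-out basis: % activation of max/min ratio relative to oxytocin controls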
CHO-K1 Ca antag: M1 antagonist counterscreen hit in parental CHO-K1 cells; ATP-induced calcium, Fluo-8 fluorescence; inhibition, % at 3 µM; hit rate 0.6% among 360,000; AID 602250;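 active means inhibition above a per-plate cutoff, the plate's mean sample inhibition plus 3 SD, cut at about 24% in these data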;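 further: 0% = DMSO plus EC80 ATP and 100% = DMSO alone without ATP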
CHRM1 antagonist: human M1 muscarinic receptor antagonists, primary screen, CHO-K1 cells, Fluo-8 calcium fluorescence, 1536-well; hit rate 1.3% among 360,000; inhibition, % at 3 µM; CHO-K1 hM1, ACh EC80 antagonist; AID 588852, 2011; Muscarinic acetylcholine receptor M1 (Homo sapiens), P11229;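 active means percent inhibition above its own plate's cutoff, namely the mean of that plate's compound wells plus 3 SD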;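 further: peak over basal fluorescence ratio during 140 s after agonist addition; 0% = ACh EC80 plus DMSO and 100% = DMSO alone without agonist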
An asterisk follows results filed as active; . = not tested or not shown.

structure,CHRM1 agonist,CHO-K1 Ca ag,M1 PAM parental,CHO parental Ca,TAAR1 antag,TAAR1 agonist,OXTR potentiator,CHO-K1 Ca antag,CHRM1 antagonist
Cc1c(CC(=O)N[C@H](C(=O)O)C(C)C)c(=O)oc2cc3c(cc12)CCC(C)(C)O3,-5.4,-0.5,-0.4,.,-17.7,3.4,.,-1.4,-3.0
CS(=O)(=O)N(Cc1ccccc1)c1ccc(C(=O)NN=C2CCCCCC2)cc1,-3.3,0.4,4.6,-7.0,1.4,-0.5,1.2,-5.0,16.9
Clc1ccc(C[n+]2cc(-c3ccccc3)n3c2CCCCC3)c(Cl)c1,-6.7,0.7,10.1,-16.9,5.6,1.1,-11.9,-5.6,12.3
CCc1nnc(NS(=O)(=O)c2ccccc2)s1,-2.8,0.3,-1.2,-0.2,12.1,0.1,-7.7,4.0,1.2
CC(=O)NC1C(OCCOc2ccc(Cl)cc2C)OC(CO)C(O)C1O (stereo not given),-1.2,1.0,8.8,.,9.1,-0.6,.,-16.2,-18.1
Cc1ccc(N/C(N)=N/c2nc3c(c(=O)[nH]2)CCCC3)c(C)c1,-3.0,-0.1,-6.4,-13.3,4.4,2.6,-9.0,12.7,-13.0
CCN(CC)C(=O)c1ccccc1NC(=O)c1ccccc1,0.9,0.3,13.9,-5.7,2.3,9.4,-5.4,-8.1,-13.3
CN(Cc1cn(Cc2ccc(F)cc2)nn1)C1CN(Cc2cn(Cc3ccc(F)cc3)nn2)S(=O)(=O)C1 (stereo not given),.,2.1,9.7,.,-6.1,0.7,.,-21.7,.
Cn1c(SCC(=O)Nc2ccc3c(c2)n(C)c(=O)n3C)nnc1-c1ccncc1,-7.0,0.6,0.4,-8.1,-6.7,2.1,-6.5,-8.2,-9.4
CC(C(=O)Nc1ncc([N+](=O)[O-])s1)N1C(=O)c2ccccc2S1(=O)=O (stereo not given),2.8,0.3,-6.1,-5.2,-1.9,6.4,-3.8,-1.2,-5.3
O=C(NN=Cc1ccc(Cl)cc1Cl)C1CC1,-3.7,-1.6,-12.0,.,-12.7,0.3,.,16.6,15.2
CCNC(=O)CSc1ncnc2sccc12,-3.0,-0.1,10.6,0.2,3.4,0.0,-8.9,-3.3,-12.7
CCOC(=O)N1CCN(C(=O)C[C@@H]2C[C@@]3(C(=O)OCC)CCCC=C3N(Cc3ccco3)C2=O)CC1,.,-0.5,-5.1,.,-9.0,0.6,.,2.3,.
COCCCNC(=O)C(C#N)c1nc2ccccc2nc1N1CCCC1 (stereo not given),-2.7,0.6,13.8,-4.8,0.7,1.2,-8.2,2.4,-7.5
COc1ccc(C(C(=O)NC2CCCC2)N(C(=O)Cc2cccs2)C2CC2)cc1OC (stereo not given),-0.3,0.0,-12.4,-14.4,-8.2,9.0,-9.8,0.8,-12.4

Three entries drawn at random from the list so far, as already listed:
structure,CHRM1 agonist,CHO-K1 Ca ag,M1 PAM parental,CHO parental Ca,TAAR1 antag,TAAR1 agonist,OXTR potentiator,CHO-K1 Ca antag,CHRM1 antagonist
CCN(CC)C(=O)c1ccccc1NC(=O)c1ccccc1,0.9,0.3,13.9,-5.7,2.3,9.4,-5.4,-8.1,-13.3
CN(Cc1cn(Cc2ccc(F)cc2)nn1)C1CN(Cc2cn(Cc3ccc(F)cc3)nn2)S(=O)(=O)C1 (stereo not given),.,2.1,9.7,.,-6.1,0.7,.,-21.7,.
CCNC(=O)CSc1ncnc2sccc12,-3.0,-0.1,10.6,0.2,3.4,0.0,-8.9,-3.3,-12.7

An excerpt from above in order of their number in CHRM1 agonist, smallest number first.
Molecule,CHRM1 agonist
Cc1ccc(N/C(N)=N/c2nc3c(c(=O)[nH]2)CCCC3)c(C)c1,-3.0
CCc1nnc(NS(=O)(=O)c2ccccc2)s1,-2.8
COCCCNC(=O)C(C#N)c1nc2ccccc2nc1N1CCCC1 (stereo not given),-2.7

Further structures.
structure,CHRM1 agonist,CHO-K1 Ca ag,M1 PAM parental,CHO parental Ca,TAAR1 antag,TAAR1 agonist,OXTR potentiator,CHO-K1 Ca antag,CHRM1 antagonist
O=C(c1cccc(S(=O)(=O)Nc2ccccc2F)c1)N1CCN(c2ccccc2F)CC1,-3.1,3.1,12.8,-1.2,7.6,5.4,-5.0,-11.9,-5.3
COc1ccc(N/C=C(\C#N)c2ccc(OCCCF)cc2)cc1,-3.9,-0.1,14.8,-19.3,-3.4,6.4,-5.8,-3.8,-15.1
Cc1nn(CC(=O)NCCC2=CCCCC2)c(C)c1S(=O)(=O)N(C)C,-2.1,1.6,12.0,4.7,7.5,-0.9,10.1,-15.7,-1.2
COc1cc(-n2c(C)nc3cc(C(=O)N4CCOCC4)ccc32)cc(OC)c1OC,-3.9,0.0,6.9,-2.4,-8.9,0.5,-5.4,-2.2,-5.2
Cc1cccc(NC(=O)c2ccc(N(C)C3CCCCC3)c([N+](=O)[O-])c2)n1,-4.8,2.1,-8.7,-3.9,63.1*,7.5,-9.6,4.5,22.4
Cc1ccccc1C(=O)N/N=C1\SCC(=O)N1Cc1ccco1,-3.3,0.9,13.9,-9.9,-13.9,3.8,-3.6,-4.9,-4.8
Cc1cc(=O)[nH]c(N/N=C/c2ccc(F)cc2)n1,-2.5,-0.1,-4.1,.,-1.0,9.9,.,8.5,-1.4
Cn1nnc2cc(C(=O)Nc3ccc4ccccc4c3)ccc21,-4.0,0.7,18.9,3.0,-4.8,2.9,-5.7,-3.7,-10.1

By substructure, the entries above containing a Cl atom
structure,CHRM1 agonist,CHO-K1 Ca ag,M1 PAM parental,CHO parental Ca,TAAR1 antag,TAAR1 agonist,OXTR potentiator,CHO-K1 Ca antag,CHRM1 antagonist
Clc1ccc(C[n+]2cc(-c3ccccc3)n3c2CCCCC3)c(Cl)c1,-6.7,0.7,10.1,-16.9,5.6,1.1,-11.9,-5.6,12.3
CC(=O)NC1C(OCCOc2ccc(Cl)cc2C)OC(CO)C(O)C1O (stereo not given),-1.2,1.0,8.8,.,9.1,-0.6,.,-16.2,-18.1
O=C(NN=Cc1ccc(Cl)cc1Cl)C1CC1,-3.7,-1.6,-12.0,.,-12.7,0.3,.,16.6,15.2
